RGS4 pot – potentiators or activators of RGS4. HEK293 M3R/inducible RGS4, carbachol calcium flux Fluo4; stronger effect = lower value. B-score at 10 µM. actives 0.92% (n = 310,000). AID 463111;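 active = B-score of the integrated calcium signal more than 4 SD below the library mean, with starting fluorescence not abnormally high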;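 note: negative B-score means reduced calcium response which marks RGS4 activation or potentiation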
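System: HEK293 FlpIn-TREx cells, stable M3R, doxycycline-inducible RGS4. Timing: overnight RGS4 induction, 30 min dye load 37 °C, 20 min compound RT. Also added: carbachol, ECmax concentration. Measured by: Fluo4 fluorescence kinetic imaging of calcium. Evaluation: integrated calcium ratio converted to B score.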
KCNK9 block – blocks the human KCNK9 two-pore domain potassium channel; Q9NPC2; HEK293 KCNK9, FluxOR thallium flux fluorescence; stronger effect = lower value; B-score at 10 µM; actives 1.2% (n = 310,000);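 active = ratio B-score over 3 SD below the library mean, with starting fluorescence within 5 SD of its mean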;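 note: negative B-score means less thallium flux so channel inhibition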
TMEM16A act – activates or potentiates the mouse TMEM16A chloride channel; Q8BHY3; HEK293 TMEM16A/YFP-H148Q/I152L, iodide quench fluorescence; stronger effect = lower value; B-score at 10 µM; actives 0.3% (n = 340,000); AID 623877;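 active = fluorescence-ratio B-score plate-corrected deviation score at least 3 library SD below zero, with starting fluorescence score within 5 deviations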;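 note: channel opened by trigger with iodide after compound preincubation; score built on the fluorescence ratio of max minus min over baseline; more negative score means more quench and so TMEM16A activation or potentiation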
hERG protect – hERG (human) protection from proarrhythmic block; Q12809; activation (rescue from dofetilide block), less the hit threshold, % at 10 µM; AID 1511; CHO-hERG, FluxOR thallium flux, dofetilide IC70 present; actives 0.51% (n = 310,000);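 active = activation above the mean of controls blocked by dofetilide plus 5 SD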;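 note: thallium influx through hERG after potassium depolarization seen as dye fluorescence rise; in these data hits start at about 4.7%; inactives centre near -7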
MrgX1 agonist – human MrgX1 receptor agonism, primary screen; Q96LB2; MrgX1-HEK293 cells, Fluo-4 calcium fluorescence, agonist mode; stronger effect = higher value; B-score at 10 µM; actives 0.44% (n = 310,000); AID 588627;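 active = calcium response B-score plate-corrected fluorescence ratio at least 3 library SD, with starting fluorescence B-score inside 5 SD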
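Test system: HEK293 cells stably expressing human MrgX1 receptor; amount: 15,000 cells per well; doses: compound delivered in addition one of three; times: overnight plating before 1 h dye loading; detection: Fluo-4 NW calcium-flux fluorescence, kinetic read; read-out basis: B-scored fluorescence response ratio; controls: positive and negative controls per plate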
KCNQ1 pot – potentiates or activates the human KCNQ1 potassium channel. CHO-K1 KCNQ1, thallium flux FluxOR fluorescence; stronger effect = higher value. B-score at 10 µM. P51787. actives 0.35% (n = 310,000);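 active = fluorescence ratio B-score, a plate-corrected score, at least three library SD, with initial intensity B-score within 5 SD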
Target sequence (P51787 whole entry, looked up): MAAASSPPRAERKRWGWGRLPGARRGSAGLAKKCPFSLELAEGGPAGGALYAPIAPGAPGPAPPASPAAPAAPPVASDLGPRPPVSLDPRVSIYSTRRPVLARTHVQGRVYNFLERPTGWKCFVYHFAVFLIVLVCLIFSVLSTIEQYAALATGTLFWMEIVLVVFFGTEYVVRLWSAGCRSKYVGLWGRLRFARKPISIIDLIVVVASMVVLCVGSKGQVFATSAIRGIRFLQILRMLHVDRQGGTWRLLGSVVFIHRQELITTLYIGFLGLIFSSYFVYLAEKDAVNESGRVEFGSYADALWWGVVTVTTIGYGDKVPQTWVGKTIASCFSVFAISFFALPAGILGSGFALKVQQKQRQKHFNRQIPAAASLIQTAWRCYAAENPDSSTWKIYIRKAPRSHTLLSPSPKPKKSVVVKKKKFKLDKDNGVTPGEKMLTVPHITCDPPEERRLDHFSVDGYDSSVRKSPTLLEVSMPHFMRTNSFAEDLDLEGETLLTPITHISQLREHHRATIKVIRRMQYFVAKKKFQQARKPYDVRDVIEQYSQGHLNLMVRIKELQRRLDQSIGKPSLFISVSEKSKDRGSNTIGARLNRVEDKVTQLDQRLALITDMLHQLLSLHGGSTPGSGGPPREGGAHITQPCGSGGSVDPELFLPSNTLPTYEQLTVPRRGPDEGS
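Material: CHO-K1 cells stably expressing KCNQ1. Medium: assay buffer for compound exposure, DMSO matched across wells. Reagent: K+/Tl+ depolarizing stimulus. Compound dosing: single-concentration screen. Times: 37 °C overnight plating, 90-min dark dye load, 20-min compound pretreatment. Technique: FluxOR Tl+ flux fluorescence.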
KCNQ1 inh – inhibitors of human KCNQ1 potassium channel; P51787; CHO-K1 KCNQ1, FluxOR thallium flux fluorescence; stronger effect = higher value; B-score at 10 µM; actives 1.3% (n = 310,000); AID 2642;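 active = compounds whose thallium flux B-score, printed positive for inhibition, exceeds three library SD while starting fluorescence stays within three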;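 note: channel opened by potassium depolarization with thallium stimulus after 20 min compound exposure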
MrgX1 allo act – allosterically activates human MrgX1 receptor signaling | Q96LB2 | MrgX1-HEK293, Fluo-4 calcium flux, FDSS; stronger effect = higher value | B-score at 10 µM | actives 0.63% (n = 310,000);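 active = plate-corrected calcium response at least 3 library SD above typical, normal starting fluorescence, not activating the receptor alone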;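 note: compound read alongside a low EC10 to EC30 dose of BAM8-22 agonist; peak minus trough fluorescence over baseline measured at the second addition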
ANO1 block – blocks the mouse calcium-activated chloride channel TMEM16A | HEK293 TMEM16A/YFP iodide influx fluorescence, ionomycin | normalized B-score (activity score, 25-100; higher = stronger inhibition) at 10 µM | actives 1.2% (n = 310,000) | Q8BHY3;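 active = ratio plate-corrected score three or more library SD toward inhibition, starting fluorescence score within five deviations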;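 note: score derived from kinetic fluorescence span divided by baseline fluorescence per well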
KCNK3 block – human KCNK3 channel inhibition, primary screen; O14649; CHO-KCNK3 thallium flux, FluxOR fluorescence; stronger effect = lower value; B-score at 10 µM; actives 0.84% (n = 340,000); AID 602410;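 active = B-score under library mean minus 4 SD, starting fluorescence ratio at most library mean plus 5 SD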;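 note: more negative B-score means stronger inhibition of thallium flux through KCNK3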
RGS4 block – inhibitors of human RGS4; P49798; HEK293 M3R/RGS4 inducible, Fluo-4 calcium flux; stronger effect = higher value; triggered by carbachol at its EC20; B-score at 10 µM; actives 0.45% (n = 310,000); AID 463165;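 active = B-score, a plate-corrected calcium signal, over three deviations above library mean, with baseline fluorescence within five deviations of library mean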;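 note: RGS4 expression induced by doxycycline in cells with stable M3 receptor; B-score is computed from the integrated fluorescence ratio over baseline after carbachol; higher B-score means a larger calcium signal and so more RGS4 inhibition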
Target sequence (P49798 whole entry, looked up): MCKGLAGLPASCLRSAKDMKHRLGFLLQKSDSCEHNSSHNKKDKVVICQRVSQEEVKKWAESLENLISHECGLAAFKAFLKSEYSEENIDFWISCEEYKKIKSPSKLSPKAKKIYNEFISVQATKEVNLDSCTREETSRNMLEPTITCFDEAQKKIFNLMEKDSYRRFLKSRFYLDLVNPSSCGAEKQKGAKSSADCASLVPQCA
* = called active by the depositor; i = inactive; / = no result given. Not a hit list; 6.3% or so of the library scored in one or more.

SMILES | RGS4 pot | KCNK9 block | TMEM16A act | hERG protect | MrgX1 agonist | KCNQ1 pot | KCNQ1 inh | MrgX1 allo act | ANO1 block | KCNK3 block | RGS4 block
O=C(Nc1nnc(S(=O)(=O)N2CCN(c3ccc(F)cc3)CC2)s1)c1ccccc1 | i | i | i | -7 | i | i | i | i | i | i | i
C/C(=N/NC(=O)c1cc(-c2ccc(Cl)s2)[nH]n1)c1ccco1 | i | i | i | -3 | i | i | i | i | i | i | i
CCNc1nc(NC(N)=S)nc(NC(C)(C)C)n1 | i | i | i | -10 | i | i | i | i | i | i | i
CC(C)CNC(=S)NNC(=O)c1ccc(OC(F)F)cc1 | i | i | i | -8 | i | i | i | i | i | i | i
O=C(NCCCN1CCOCC1)c1cccs1 | / | / | i | / | i | / | / | i | i | i | /
CN1C(=O)[C@H]2[C@@H](/C=C/c3ccccc3)N3C(=O)CN(CC4CC4)C(=O)[C@@]3(C)[C@H]2C1=O | i | i | i | -8 | i | i | i | i | i | i | i
COc1ccc(C=O)cc1Cn1c(=O)n(CCC(=O)NCc2ccco2)c(=O)c2sccc21 | i | i | i | -11 | i | i | i | i | i | i | i
Clc1ccccc1Cn1nnc2c(N3CCOCC3)nc(C3CC3)nc21 | i | i | i | -6 | i | i | i | i | i | i | i
Cc1cc(C)n(C(=O)COc2ccccc2C)n1 | i | i | i | -14 | i | i | i | i | i | i | i
NC(=O)C1CCN(C(=O)C2(NC(=O)Nc3cccc(F)c3)CCCCC2)CC1 | i | i | i | -5 | i | i | i | i | i | i | i
CCc1ncc(C)[nH]1 | i | i | / | -2 | i | i | i | i | i | / | i
COc1ccc2c(c1)C(=O)N(c1ccccc1OC)C(=O)C2 | i | i | i | -2 | i | i | i | i | i | i | i
CC(C)N(CCc1ccncc1)C(=S)Nc1cccc(Cl)c1 | i | i | i | -16 | i | i | i | i | i | i | i
C=CCCN(C1CCCC1)S(=O)(=O)c1ccccc1Br | i | i | i | -10 | i | i | i | i | i | i | i
COC(=O)COc1ccc(S(=O)(=O)Nc2ccc(NC(C)=O)cc2)cc1 | i | i | i | -3 | i | i | i | i | i | i | i
CCCNC(=O)CN(C)S(=O)(=O)c1ccc(F)cc1 | i | i | i | -8 | i | i | i | i | i | i | i
COc1ccc(N2CCN(c3ccc([N+](=O)[O-])nc3)CC2)cc1 | i | i | i | 7.7* | i | i | i | i | i | i | i
O=C(Nc1cccc([N+](=O)[O-])c1)c1ccccc1 | i | i | i | -11 | i | i | i | i | i | i | i
Cc1cc(-c2nnc(SCC(=O)Nc3nc(-c4ccc(Cl)cc4)cs3)o2)no1 | i | i | i | -14 | i | i | i | i | i | i | i
COc1ccc(C2NC(C(=O)O)Cc3c2[nH]c2ccccc32)cc1OC (configuration not stated) | i | i | i | -5 | i | i | i | i | i | i | i
CC(=O)C1C(=O)CC(C)(O)C(C(C)=O)C1c1ccccc1 (configuration not stated) | i | i | i | -1 | i | i | i | i | i | i | i
Cn1c(NC(=O)c2ccccc2Br)cc(=O)n(C)c1=O | i | i | i | -10 | i | i | i | i | i | i | i
CC(=O)N1c2ccc([N+](=O)[O-])cc2NC(=O)CC1C (configuration not stated) | i | i | i | -1 | i | i | i | i | i | i | i
COc1ccc(C2/C(=C(/O)c3ccccc3)C(=O)C(=O)N2C)cc1 (configuration not stated) | i | i | i | -9 | i | i | i | i | i | i | i
CC(=O)Nc1ccc(S(=O)(=O)Nc2c(C)n(C)n(-c3ccccc3)c2=O)cc1 | i | i | i | -6 | i | i | i | i | i | i | i
SMILES | RGS4 pot | KCNK9 block | TMEM16A act | hERG protect | MrgX1 agonist | KCNQ1 pot | KCNQ1 inh | MrgX1 allo act | ANO1 block | KCNK3 block | RGS4 block
O=C(N=C1SC2CS(=O)(=O)CC2N1Cc1ccc(F)cc1)C1CC1 (configuration not stated) | i | i | i | -4 | i | i | i | i | i | i | i
COc1cccc(C(=O)Cn2c(N3CCCCC3)nc3c2c(=O)n(C)c(=O)n3C)c1 | i | i | i | -17 | i | i | i | i | i | i | i
Clc1ccc(-c2nnc3n2CCCC3)cc1Cl | i | i | i | -6 | i | i | i | i | i | i | i
COc1ccccc1/C=C1\SC(=S)N(CCC(=O)Nc2ccc(C(=O)O)c(O)c2)C1=O | i | i | i | -24 | i | i | i | i | i | i | i
COc1ccc(-n2c(SCC(=O)Nc3nccs3)nc3c(c2=O)SCC3)cc1 | i | i | i | -2 | i | i | i | i | i | i | i
COc1ccccc1N1CCN(C(=S)Nc2cccc(C)c2)CC1 | i | i | i | -8 | i | i | i | i | i | i | i
O=C(c1cccc(Cl)c1)N1CCC(=O)N(C(CO)Cc2ccccc2)CC1 (configuration not stated) | i | i | i | -4 | i | i | i | i | i | i | i
Cc1occc1C(=O)NC1CCCCCCC1 | i | i | i | -6 | i | i | i | i | i | i | i
Cc1ccc(C(=O)NC(=S)N2CCN(C)CC2)cc1Br | i | i | i | -3 | / | i | i | / | / | i | i
CC1CCCCC1NC(=O)CN(C)S(=O)(=O)c1cccc2cccnc12 (configuration not stated) | i | i | i | -12 | i | i | i | i | i | i | i
COc1ccc(-c2ccnc(-c3ccncc3)n2)cc1 | i | i | i | 2 | i | i | i | i | i | i | i
COc1ccc(OC)c(NC(=O)Nc2ccc(O)c3ccccc23)c1 | i | i | i | -11 | i | i | i | i | i | i | i
CCOC(=O)C(=O)NNc1ccc(F)cc1 | i | i | i | -7 | i | i | i | i | i | i | i
COc1cc(CNc2ccc(S(N)(=O)=O)cc2)ccc1OCC(=O)NC1CCCCC1 | i | i | i | -12 | i | i | i | i | i | i | i
O=S(=O)(c1cccc(C(F)(F)F)c1)N1CCC(c2cc(-c3cccc4ccccc34)n[nH]2)CC1 | i | i | i | -10 | i | i | i | i | i | i | i
CCOc1ccc(S(=O)(=O)N2CCN(c3ncccn3)CC2)cc1 | i | i | i | -8 | i | i | i | i | i | i | i
CC(C)Cc1ccc(S(=O)(=O)Nc2ccc3[nH]c(=O)[nH]c3c2)cc1 | i | i | i | -10 | i | i | i | i | i | i | i
Nc1ccc(S(=O)C(F)(F)F)cc1 (configuration not stated) | i | i | i | -7 | i | i | i | i | i | i | i
COC(=O)c1ccc(CNC(=O)COC(=O)c2cc(Cl)nc(Cl)c2)cc1 | i | i | i | -6 | i | i | i | i | i | i | i
COc1cccc(CN(C)C(=O)c2ccccc2SCC(=O)N2CCCC2)c1 | i | i | i | -5 | i | i | i | i | i | i | i
COc1ccc(-n2c(Cn3nc(C(F)(F)F)cc3C)n[nH]c2=S)cc1 | i | i | i | 4 | i | i | i | i | i | i | i
CC(C)=C1C2CCC1C1C(=O)N(c3nccs3)C(=O)C21 (configuration not stated) | i | i | i | -5 | i | i | i | i | i | i | i
CC(C)OC(=O)CSc1nnc(-c2cnccn2)n1-c1ccccc1 | i | i | i | 0 | i | i | i | i | i | i | i
C=CCn1c(SCC(=O)c2ccc(OC)cc2)nnc1-c1ccc2c(c1)OCO2 | i | i | i | -12 | i | i | i | i | i | i | i
O=C(Nc1cccc(C(=O)O)c1)/C(=C\c1ccc2c(c1)OCO2)NC(=O)c1ccco1 | i | i | i | -10 | i | i | i | i | i | i | i
SMILES | RGS4 pot | KCNK9 block | TMEM16A act | hERG protect | MrgX1 agonist | KCNQ1 pot | KCNQ1 inh | MrgX1 allo act | ANO1 block | KCNK3 block | RGS4 block
CN(C)CCCOC(=O)Cc1ccc(Cl)cc1 | i | i | i | -6 | i | i | i | i | i | i | i
CC1CC(C)CN(S(=O)(=O)c2ccc3c(c2)CC(C)N3C(=O)C2CCC2)C1 (configuration not stated) | i | i | i | -8 | i | i | i | i | i | i | i
COc1ccccc1N(CC(=O)NC1CCCC1)C(=O)CNC(=O)c1cccs1 | i | i | i | -7 | i | i | i | i | i | i | i
O=C(NNc1ccccc1[N+](=O)[O-])Nc1ccc(F)cc1F | i | i | i | -3 | i | i | i | i | i | i | i
N=c1n(Cc2ccccc2)c2ccccc2n1Cc1ccccc1 | i | i | i | -15 | i | i | i | i | i | i | i
CCn1c(SCC(=O)OC)nc2sc3c(c2c1=O)CC(C)(C)OC3 | i | i | i | -6 | i | i | i | i | i | i | i
Cc1cccc(C)c1NC(=O)CN(C)C(C)C(=O)Nc1ccccc1-c1ccccc1 (configuration not stated) | i | i | i | -17 | i | i | i | i | i | i | i
Cc1cccc(NC(=O)c2cc(S(=O)(=O)N3CCC4(CC3)OCCO4)ccc2F)c1 | i | i | i | -3 | i | i | i | i | i | i | i
Cc1ccc2oc(=O)c3cnn(CC(=O)Nc4ccccc4N4CCN(C)CC4)c3c2c1 | i | i | i | -6 | i | i | i | i | i | i | i
CCn1cc([N+](=O)[O-])c(C(=O)Nc2nc(-c3ccc(C)c(C)c3)c(C)s2)n1 | i | i | i | -9 | i | i | i | i | i | i | i
Cc1ncc([N+](=O)[O-])n1CC(=O)Nc1ccc(F)c(Cl)c1 | i | i | i | -5 | i | i | i | i | i | i | i
CC(C)(C)NC(=O)C(c1ccccc1F)N(Cc1ccco1)C(=O)c1csnn1 (configuration not stated) | i | i | i | -7 | i | i | i | i | i | i | i
Cn1cc(C(=O)N/N=C/c2ccc3c(c2)OCO3)c2ccccc21 | i | i | i | -12 | i | i | i | i | i | i | i
Oc1[nH]c2ccccc2c1N=NC(=S)N1CCOCC1 | i | -13* | i | -21 | i | i | i | i | i | i | i
O=S(=O)(NNc1cccc(Cl)n1)c1ccc(Cl)cc1 | i | i | i | -1 | / | i | i | / | / | i | i

Compound profiles, as listed above:
CC(C)N(CCc1ccncc1)C(=S)Nc1cccc(Cl)c1 in the list: RGS4 pot = i; KCNK9 block = i; TMEM16A act = i; hERG protect = -16; MrgX1 agonist = i; KCNQ1 pot = i; KCNQ1 inh = i; MrgX1 allo act = i; ANO1 block = i; KCNK3 block = i; RGS4 block = i
CC(=O)C1C(=O)CC(C)(O)C(C(C)=O)C1c1ccccc1 (configuration not stated) in the list: RGS4 pot = i; KCNK9 block = i; TMEM16A act = i; hERG protect = -1; MrgX1 agonist = i; KCNQ1 pot = i; KCNQ1 inh = i; MrgX1 allo act = i; ANO1 block = i; KCNK3 block = i; RGS4 block = i

High-throughput results as filed in PubChem.
